Source: PubChem BioAssay
FLuc inh = blocks purified firefly luciferase enzyme activity. P08659. purified P. pyralis luciferase, luminescence, biochemical. Potency, µM (titrated, usually from 115 µM), inactives show top-dose activity change, negative = inhibition, usual class: inhibitors. 76,000 tested, 2.5% active. AID 1347043; further: potency means the concentration at half of the fitted maximal effect; nearly all actives have a fitted effect of over 65% in size
Target sequence (P08659 whole entry, looked up): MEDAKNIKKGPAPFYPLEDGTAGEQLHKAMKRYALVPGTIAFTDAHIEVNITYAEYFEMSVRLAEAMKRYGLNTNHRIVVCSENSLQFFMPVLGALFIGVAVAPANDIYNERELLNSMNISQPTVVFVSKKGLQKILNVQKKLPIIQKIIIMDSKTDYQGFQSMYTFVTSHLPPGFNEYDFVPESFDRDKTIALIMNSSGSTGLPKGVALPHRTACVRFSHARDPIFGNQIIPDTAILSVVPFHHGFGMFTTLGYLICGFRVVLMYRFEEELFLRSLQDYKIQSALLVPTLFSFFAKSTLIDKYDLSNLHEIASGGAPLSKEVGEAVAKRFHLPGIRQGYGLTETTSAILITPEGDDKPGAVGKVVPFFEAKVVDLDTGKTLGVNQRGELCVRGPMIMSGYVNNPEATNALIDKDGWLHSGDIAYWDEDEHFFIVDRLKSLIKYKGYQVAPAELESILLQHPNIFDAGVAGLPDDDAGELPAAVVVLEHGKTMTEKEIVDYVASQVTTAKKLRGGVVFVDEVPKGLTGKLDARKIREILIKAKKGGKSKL
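Inhibitors were tested against purified firefly luciferase in a biochemical, low-substrate format (both substrates at 10uM) and luminescence measured with a CCD imager.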
NIH3T3 tox = kills NIH 3T3 cells | Potency, µM (series often up to 96.7 µM), without a hit: top-dose activity change, negative = cytotoxicity, usual class: inhibitors | 94,000 tested, 4.3% active | NIH 3T3 viability, CellTiter-Glo ATP luminescence, 48-72 h; further: potency means the concentration at half of the fitted maximal effect; nearly all actives have a fitted effect of over 55% in size
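NIH 3T3 cells at 400 cells/well received 23 nL of compound by pintool and were incubated 48 or 72 h at 37 °C. Viability was read as ATP-coupled CellTiter-Glo luminescence.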
IP6K1 inh = blocks human inositol hexakisphosphate kinase 1; Q92551; IP6K1 kinase, ADP-Glo luminescence, 2 h; active compounds read low; activity change, % (series mostly up to about 58 µM); 140,000 tested, 0.81% active; in the data active means activity change below about -25%
Target sequence (Q92551 whole entry, looked up): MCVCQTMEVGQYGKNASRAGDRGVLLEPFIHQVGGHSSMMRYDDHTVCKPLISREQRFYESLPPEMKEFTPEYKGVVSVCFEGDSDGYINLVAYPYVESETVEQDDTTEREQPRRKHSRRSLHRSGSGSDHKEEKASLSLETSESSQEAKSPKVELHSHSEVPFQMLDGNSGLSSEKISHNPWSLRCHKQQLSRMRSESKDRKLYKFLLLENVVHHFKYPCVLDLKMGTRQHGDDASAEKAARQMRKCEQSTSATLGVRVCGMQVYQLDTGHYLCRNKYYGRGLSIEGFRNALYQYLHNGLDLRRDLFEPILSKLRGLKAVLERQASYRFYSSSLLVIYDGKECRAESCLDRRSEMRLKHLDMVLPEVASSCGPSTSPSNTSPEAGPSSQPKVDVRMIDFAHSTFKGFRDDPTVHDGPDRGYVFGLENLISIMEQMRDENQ
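ADP-Glo luminescence measures ADP made by human IP6K1 during a 2 h RT reaction with ATP/IP6 (mix at 1.3 mM/130 uM); top library doses 57.5 and 19.1 uM final.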
SNCA expr inhib = SNCA gene expression inhibition; HEK-293 SNCA-luciferase knock-in, luminescence, 24 h; Potency, µM (top dose mostly 57.2 µM), for the others: at the highest dose activity change, negative = inhibition, hits mostly inhibitors; 140,000 tested, 0.17% active;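 further: potency means the concentration at half of the fitted maximal effect; plate controls were DMSO cells for no effect and cell-free wells for full effect; nearly all actives have a fitted effect of over 45% in size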
HEK cytotox = cytotoxic compounds in HEK 293 cells. HEK 293 viability, ATP luminescence (CellTiter-Glo), 48-72 h. Potency, µM (series often up to 115 µM), without a hit: at the top dose activity change, negative = cytotoxicity, hits mostly inhibitors. 94,000 tested, 6.6% active; further: potency means the concentration at half of the fitted maximal effect; nearly all actives have a fitted effect of over 60% in size
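HEK 293 cells seeded at 250 cells/well were exposed to compound for 48 or 72 hr at 37 degree Celsius. Viability taken as ATP content by CellTiter-Glo luminescence.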
GPT2 inhibitor = GPT2 alanine aminotransferase inhibition. Recombinant GPT2, coupled pyruvate oxidase/HRP Amplex Red fluorescence. Q8TD30. Potency, µM (series often up to 57.7 µM), inactives show at the highest dose activity change, negative = inhibition, actives largely listed as inhibitors. 100,000 tested, 0.25% active. AID 1671188; further: potency means the concentration at half of the fitted maximal effect; nearly all actives have a fitted effect of over 60% in size; many of its hits are not listed in these tables
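GPT2 10ng/uL, a-KG 250uM, L-Ala 2mM, HEPES pH7.5 + 0.0001% Tween; 30 min RT. Then Amplex mix (PO/HRP/ThPP), 30 min RT dark, fluorescence. AOA 50uM used as positive control.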
HEK293 viab = reduces viability of HEK-293 SNCA reporter cells | HEK-293-SNCA-luc viability, GF-AFC fluorescence, 24 h | 150,000 tested, 0.12% active | Potency, µM (titrated, usually from 57.1 µM), for inactives: at the top dose activity change, negative = cytotoxicity, usual class: cytotoxic;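 further: potency means the concentration at half of the fitted maximal effect; 0% = DMSO-treated cells and -100% = medium-only wells without cells; nearly all actives have a fitted effect of over 30% in size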
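HEK-293-SNCA-luc cells (1500/well) plated 24 h, then exposed 24 h to a dilution series; GF-AFC added 30 min at 37C, fluorescence 405/540 nm; normalised to medium-only and DMSO wells, Hill fit.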
An asterisk follows results filed as active; i = inactive; ? = inconclusive; nt = not tested or not shown; [ ] = dose if it differs, or a comment. Unless noted, the call rests on the fitted dose curve; in most records, active means well fitted curve in the direction sought with a large enough effect; inconclusive means small, poorly fitted or top-dose-only effect, or another doubt; inactive means no such curve, though single readings can be large; an effect the other way counts as inactive or inconclusive. Unless noted, on the % scale 0 is the no-effect control and ±100 the full control effect.

SMILES | FLuc inh | NIH3T3 tox | IP6K1 inh | SNCA expr inhib | HEK cytotox | GPT2 inhibitor | HEK293 viab
O=C(C1CCCC1)N1CCC(Cc2ccccc2)(C(=O)O)CC1 | nt | ? | 5 | 15% | -6% | -4% | 7%
COc1cccc(C(=O)Nc2cccc(OCc3cc(=O)n4cccc(C)c4n3)c2)c1 | nt | nt | -10 | 51%[activator] | nt | nt | 8%
COCc1noc([C@@H]2CC(F)(F)CN2C(=O)c2occc2C)n1 | 0% | -7% | 13 | 1% | -2% | -7% | 3%
Cc1nn2c(c1-c1ccccc1-c1ccccc1)N(Cc1cccc(O)c1)CCC2 | -9%[172 µM] | ? | -3 | ? | ? | -7%[88.5 µM] | ?
Cc1ccc(Cn2c(C3CCN(C(=O)c4cc(C)cc(C)c4)CC3)n[nH]c2=O)cc1 | 2% | -25% | 0 | -6% | ? | -8% | 4%
NC(=O)[C@@H](Cc1ccccc1)NC(=O)C1=C[C@@H](NC(=O)CC2(CC(=O)O)CCCC2)[C@@H](O)[C@H](O)C1 | -5% | 1% | 1 | 41% | 0% | i | -4%
CCn1cc(C(=O)NCCc2ccc(Cl)cc2)c(=O)c2cc(S(=O)(=O)N(C)C3CCCCC3)ccc21 | nt | nt | -3 | -11% | nt | nt | 4%
Cc1ccc(-n2nc(C)c([C@@H]3C=C[C@@H](NCc4cccc(C#N)c4)C3)c2C)cc1Cl | ? | ? | 7 | ? | 25µM* | -10%[88.5 µM] | ?
COc1ccc(C)cc1NC(=O)CSc1nc(=O)[nH]c2c1CCCC2 | nt | nt | 28 | 2% | nt | nt | 3%
CC(=O)c1cccc(NC(=O)CSc2nnc3ccc(-c4ccc(C)cc4)nn23)c1 | nt | nt | -17 | 3% | nt | nt | 3%
CN1C(=O)CCCCC1C(=O)NCCN1CCCCC1 (centres undefined) | 0% | -11% | 12 | 1% | -11% | i | -18%
COc1ccc(C2CC(=O)N(CC(=O)Nc3ccc(C)c(Cl)c3)c3ccccc3S2)cc1OC (centres undefined) | nt | nt | -10 | 71%[activator] | nt | nt | -5%
O=C(c1ccncc1)N1CC2CCC(C1)N2Cc1cccc(-c2ccc(F)cc2F)c1 | nt | ? | 1 | -20% | ? | -6% | -3%
CCN1C(=O)CCC2(C(=O)N3CCOCC3)CCCC=C12 (centres undefined) | 3% | i | -11 | -6% | i | 4% | 0%
O=C1NCc2ccccc2CC12CCCN2CC1CC=CCC1 (centres undefined) | nt | ? | -14 | -12% | ? | -1% | -12%
O=C(NCC1CCOCC1)Nc1ccccc1C(F)(F)F | -9% | 1% | 26 | 14% | 8% | i | 6%
CC(C)c1nncn1C1CCN(S(=O)(=O)c2ccc(Br)s2)CC1 | 1% | ? | 7 | ? | ? | i | -1%
CCc1ccc(NC(=O)CCCc2nnc3n(CC(C)C)c(=O)c4sccc4n23)cc1 | nt | nt | 44 | 11% | nt | nt | ?
Cc1nnc(SCc2nc(-c3ccc(Cl)cc3)no2)n1-c1ccc(F)cc1 | nt | nt | -8 | -4% | nt | nt | 5%
Cc1cc(C(=O)N2CCC3(CCCNC3=O)C2)ccc1N1CCOCC1 (centres undefined) | -11% | ? | 11 | 3% | i | i | 9%
Cc1ccsc1CN1C[C@@H]2C(C(=O)N3CCOCC3)=NO[C@@H]2C1 | 0%[172 µM] | ? | -4 | 3%[87.6 µM] | 5%[172 µM] | 0%[88.5 µM] | 3%[87.6 µM]
CN(C)CCOCC1(C)COc2ccc(C(=O)NCc3ccc(F)cc3)cc2N1 (centres undefined) | -5%[172 µM] | ? | -11 | -9%[87.6 µM] | ? | -27%[88.5 µM] | 10%[87.6 µM]
Cc1ccc(-c2ccccc2CN2CCN(C(=O)c3ccc(Cl)nc3)CC2)cc1Cl | nt | 35µM* | 3 | 3% | ? | -4% | -6%[12.5 µM]
O=C(Cc1cccnc1)N1CCOCC2(CN(Cc3cc(F)cc(F)c3)C2)C1 | -16%[172 µM] | -22%[138 µM] | 18 | 25%[87.6 µM] | ? | -4%[88.5 µM] | -1%[87.6 µM]
COc1ccc(NC(=O)N[C@H]2[C@H](O)[C@@H](N3CCN(c4ccccc4)CC3)[C@@H]3OC[C@H]2O3)cc1 | 12% | ? | 3 | -15% | ? | ? | -7%
CCn1c(=NC(=O)c2ccc3c(c2)OCCO3)sc2c(C)ccc(OC)c21 | nt | nt | -1 | 95%[activator] | nt | nt | -2%
Cn1c2ccccc2c2c(C(=O)N3CCN(c4ccc(F)cc4)CC3)cn(C3CCCCC3)c(=O)c21 | nt | nt | 9 | -6% | nt | nt | -29%
CCCCCn1c(CCCNC(=O)c2ccccc2)nc2ccccc21 | nt | nt | -8 | -15% | nt | nt | -27%
CN1CCN(c2cc(=O)c3ccnc(NCc4ccccc4)c3o2)CC1 | -1%[172 µM] | ? | -15 | 25%[87.6 µM] | i | -2%[88.5 µM] | -2%[87.6 µM]
COc1ccccc1-c1cccc(CN2CCC(N[S+](=O)([O-])CCC(F)(F)F)CC2)c1 | nt | ? | 8 | 13% | ? | -5% | 10%

Looked up by structure from above:
SMILES | FLuc inh | NIH3T3 tox | IP6K1 inh | SNCA expr inhib | HEK cytotox | GPT2 inhibitor | HEK293 viab
Cc1ccsc1CN1C[C@@H]2C(C(=O)N3CCOCC3)=NO[C@@H]2C1 | 0%[172 µM] | ? | -4 | 3%[87.6 µM] | 5%[172 µM] | 0%[88.5 µM] | 3%[87.6 µM]
CCn1c(=NC(=O)c2ccc3c(c2)OCCO3)sc2c(C)ccc(OC)c21 | nt | nt | -1 | 95%[activator] | nt | nt | -2%
Cc1nnc(SCc2nc(-c3ccc(Cl)cc3)no2)n1-c1ccc(F)cc1 | nt | nt | -8 | -4% | nt | nt | 5%
CN(C)CCOCC1(C)COc2ccc(C(=O)NCc3ccc(F)cc3)cc2N1 (centres undefined) | -5%[172 µM] | ? | -11 | -9%[87.6 µM] | ? | -27%[88.5 µM] | 10%[87.6 µM]

(list continues)
SMILES | FLuc inh | NIH3T3 tox | IP6K1 inh | SNCA expr inhib | HEK cytotox | GPT2 inhibitor | HEK293 viab
COc1ccc(C2N3CC4(C)CN2CC(c2ccccc2)(C3)C4=O)cc1OC (centres undefined) | nt | nt | 2 | -3% | nt | nt | 3%
COc1cccc(CN2CCc3nn(C)c(=O)n3CC2)c1OC | -18% | -21% | -8 | 23% | -14% | -9% | 6%
Cc1occc1C(=O)N1CCC2(CC1)CC(c1ccccc1)CN(C)C2 (centres undefined) | 0% | -4% | 7 | 16% | -4% | i | 7%
c1ccc(-c2noc(-c3ccn4c(CN5CCCCCC5)nnc4c3)n2)cc1 | -2% | -3% | 15 | 36%[activator] | -26% | i | -20%
CN1CCCCCC(O)c2cc(C(=O)N3CCN(c4ccccn4)CC3)ccc21 (centres undefined) | 5% | ? | -14 | -12% | ? | 2% | -21%
C[S+](=O)([O-])CCn1ncc2cc(OCC3CCN(Cc4cccs4)CC3)ccc21 | 63µM* | ? | -2 | 0%[87.6 µM] | ? | 3%[88.5 µM] | 1%[87.6 µM]
CCOC(=O)c1[nH]c(C)c(CCC(=O)N2CCN(c3cccc(OC)c3)CC2)c1C | nt | nt | 5 | 0% | nt | nt | -1%
O=C(N1CCOCC1)N1CCN(c2cc(Cl)ncn2)C(=O)C1 | nt | -7% | 13 | ? | 1% | 0% | 1%
CCN1c2cc(C(=O)Nc3ccc(OC)cc3)ccc2C(=O)N2CCCCCC21 (centres undefined) | -9% | ? | 15 | -18% | ? | i | -24%[12.5 µM]
CCOC(=O)C1CCCN(C(=O)C2CCc3nnc(CNC(=O)NC(C)(C)C)n32)C1 (centres undefined) | nt | -14% | -3 | -8% | 5% | -1% | 3%
Cc1ccccc1CN1c2ccccc2-c2nc(SCC(=O)c3ccccc3)ncc2S1(=O)=O | nt | nt | 38 | -16% | nt | nt | -1%
CS(=O)(=O)c1ccc(OCC2(CNS(=O)(=O)c3ccc(Cl)cc3)C[C@@H](O)[C@@H](O)C2)cc1 (some centres undefined) | 4% | -20% | 1 | -4% | -4% | 4% | 1%
O=C(O)c1ccc(CN2C[C@@H]3OCC(=O)N(CC4CC4)[C@@H]3C2)cc1 | 11%[172 µM] | 4%[138 µM] | -5 | 12%[87.6 µM] | -2%[172 µM] | 3%[88.5 µM] | -3%[87.6 µM]
CN(Cc1ccc(-c2ccccc2)cc1)Cc1cccc(F)c1 | -13%[172 µM] | -30%[138 µM] | -6 | 16%[87.6 µM] | ? | -12%[88.5 µM] | 19%[87.6 µM]
O=C1NC2(CCCN(C(=O)c3cccnc3)C2)COc2ccccc21 (centres undefined) | -7%[172 µM] | -27%[138 µM] | 19 | -12%[87.6 µM] | -16%[172 µM] | -22%[88.5 µM] | 6%[87.6 µM]
O=C(CCCc1c[nH]c2ccccc12)N1CCc2c(nc3cc(-c4ccccc4)[nH]n3c2=O)C1 | -6% | ? | 23 | -9% | -7% | i | -4%
CN(C)c1ccc(-c2cc3c(ccn3C)c(C(=O)NCc3cccnc3)n2)cc1 | ? | ? | -9 | 126%[activator][87.6 µM] | ? | -20%[88.5 µM] | -24%[87.6 µM]
O=C(Nc1ccccc1)O[C@H]1COCCN(c2nc3ccccc3o2)C1 | 3%[172 µM] | ? | 0 | -1%[87.6 µM] | ? | ? | -5%[87.6 µM]
O=C(C[C@H]1NC(=O)c2ccccc2NC1=O)Nc1nc(-c2ccccn2)cs1 | -7% | -26% | 10 | -10% | -17% | i | 1%
COC(=O)C1=C(C)N=C2SC=C(CC(=O)Nc3ccc(C)c(C)c3)N2C1c1ccccc1 (centres undefined) | -24% | ? | 8 | -1% | ? | i | 14%
Cc1ccc(C2Cn3nnc(C(=O)N4CCC(C(=O)NCCN(C)C)CC4)c3CO2)cc1 (centres undefined) | -11% | -10% | 0 | 49%[activator] | 1% | i | 4%
COc1ccccc1NC(=O)Cn1c(C)ccc(NS(=O)(=O)c2ccccc2)c1=O | -5% | i | -2 | -5% | 2% | -19% | 9%
CC(C)c1nn2c(=O)cc(COC(=O)c3cccs3)nc2s1 | nt | nt | -14 | 68%[activator] | nt | nt | 9%
C#CCN(C)Cc1nc(C2(O)CCN(C(C)=O)CC2)cs1 | -3%[172 µM] | -2%[174 µM] | 18 | -24%[87.6 µM] | -2%[172 µM] | -3%[88.5 µM] | 2%[87.6 µM]
CC(C)N1CC[C@@H]2[C@H]1C(=O)NC[C@H](CCC(=O)N1CCN(c3ccccc3)CC1)N2C | 12%[172 µM] | -9%[174 µM] | -4 | 0%[87.6 µM] | -12%[172 µM] | i | 3%[87.6 µM]
COC1C(=O)N(C2CCN(C(=O)c3cnn(C)c3)CC2)C12CCOCC2 (centres undefined) | 2% | 1% | 0 | -9% | i | 3% | 1%
CN1C(=O)c2cccn2CC1CNC(=O)c1nccn1C (centres undefined) | -6% | -8% | 14 | 59%[activator] | -1% | ? | 5%
Cc1ccc(Cl)cc1NC(=O)Cn1c(=O)n(CCC(=O)N2CCc3ccccc3C2)c(=O)c2ccccc21 | nt | nt | 22 | -15% | nt | nt | -12%
Cc1noc(C)c1S(=O)(=O)N1C[C@@H](Oc2cccnc2)C[C@H]1C(=O)N1CCCC1 | 6% | -7% | 6 | 16% | -7% | -17% | 0%

An excerpt; count on the stated rates, not on these rows.
